GLP1R cytotox = cytotoxic in the GLP-1 receptor inverse agonist counter-screen; 410,000 tested, 0.13% active; HEK293 cAMP-luciferase reporter cells, luminescence, 24 h; Potency, µM (titrated, usually from 38.3 µM), without a hit: at the highest dose activity change, negative = inhibition, usual class: inhibitors;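 note: loss of luciferase light is scored as toxicity; potency is the fitted concentration of half-maximal effect; % is set by controls: 0 for no effect and ±100 for the full control effect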
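A 23 nL compound transfer followed 12 hours of cell culture at 37 deg C; exposure then lasted 24 hr. Luciferase assay detection reagent was dispensed and plates read for luminescence after a 12 min room-temperature wait.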
D3 antag = antagonists of human D3 dopamine receptor; D3R cells, DiscoveRx beta-arrestin luminescence, antagonist mode; stronger effect = lower value; max response, negative = inhibition, %; 360,000 tested, 2.5% active; AID 652054; in the data active = max response below about -50%; inconclusive = no clear call, values can overlap the other calls; note: % is set by controls: 0 for no effect and ±100 for the full control effect; mostly tested at two doses, the higher about 12 µM
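Cells expressing the human receptor were seeded at 1500 cells/well, incubated overnight at 37 degrees C in 5% CO2, then exposed to library compounds with dopamine controls for 90 minutes at 37 degrees C before luminescent detection.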
WRN inhibitor = WRN helicase (human) inhibition; WRN helicase unwinding, fluorescent forked duplex, kinetic; Potency, µM (top dose mostly 114 µM), inactives show at the highest dose activity change, negative = inhibition, most hits filed as inhibitors; 360,000 tested, 0.46% active; AID 651768; note: potency is the fitted concentration of half-maximal effect; % is set by controls: 0 for no effect and ±100 for the full control effect; nearly all actives have a fitted effect of over 55% in size
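Fluorescence dequenching readout, ex 525 nm/em 598 nm, kinetic mode: forked duplex DNA (100 nM final) with adjacent fluorophore and quencher unwound by WRN (20 nM final) with 2 mM ATP. Compound preincubation 15 min, room temperature.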
GLP-1R agonist = GLP-1 receptor (human) agonism. AID 624172. Potency, µM (titrated, usually from 45.6 µM), without a hit: at the top dose activation, most hits filed as activators. 380,000 tested, 0.007% active. P43220. HEK293 GLP-1R CRE-luciferase, luminescence, 4-6 h; cells express a hypersensitive GLP-1R form; note: potency is the fitted concentration of half-maximal effect; % of control where 0% means no effect
IL-2 act = IL-2 activation. IL-2 activation reporter assay, cell-based qHTS; stimulated with anti-CD3/CD4/CD28 beads; in transgenic mouse T cells. 360,000 tested, 0.065% active. AID 652025. activation, % (series mostly up to about 46 µM); in the data active = activation above about 50%; inconclusive = mostly about 30% to 49%; note: 0% is about no effect
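Unstimulated transgenic mouse T cells; 60-min compound exposure; bead-based TCR/CD4/CD28 stimulation; 18 h culture, 37 degrees C; dual fluorescence (EGFP, DsRed) plate cytometry.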
PI5P4K alpha inh = inhibitors of human PI5P4K alpha; P48426; PI5P4Kalpha enzyme, ADP-Glo luminescence, 60 min; stronger effect = lower value; max response, %; 330,000 tested, 1.2% active; AID 652105; active = max response of -50% or lower; inconclusive = between -30% and -50%; inactive = -30% or higher; note: value at the top dose of about 77 µM; % is set by controls: 0 for no effect and ±100 for the full control effect
Target sequence (P48426 whole entry, looked up): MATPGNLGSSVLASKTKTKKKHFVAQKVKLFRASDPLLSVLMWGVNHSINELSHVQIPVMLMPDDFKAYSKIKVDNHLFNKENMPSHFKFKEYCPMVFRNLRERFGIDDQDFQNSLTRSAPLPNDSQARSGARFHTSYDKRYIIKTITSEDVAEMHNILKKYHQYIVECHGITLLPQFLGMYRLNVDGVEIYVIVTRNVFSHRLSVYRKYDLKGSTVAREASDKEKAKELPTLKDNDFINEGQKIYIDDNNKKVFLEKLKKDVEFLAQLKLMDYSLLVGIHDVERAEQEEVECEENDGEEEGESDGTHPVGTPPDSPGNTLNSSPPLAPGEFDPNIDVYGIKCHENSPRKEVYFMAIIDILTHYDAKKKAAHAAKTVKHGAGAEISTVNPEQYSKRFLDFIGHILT
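qHTS, 1536-well: enzyme/substrate mix, compound by pin tool, 5 microM ATP final; RT 60 min; ADP-Glo reagents 1 (45 min) then 2 (30 min); luminescence.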
D3 ag = D3 dopamine receptor (human) agonism; max activation, %; AID 652048; P35462; D3R DiscoveRx beta-arrestin cells, luminescence, 90 min; 410,000 tested, 0.58% active; in the data active = max activation above about 30%; note: 0% is about no effect; mostly tested at two doses, the higher about 12 µM
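Agonist mode: compounds and dopamine controls were applied to plated cells for 90 min at 37 degrees C after an overnight attachment at 1500 cells/well. Luminescent read-out followed 30 - 60 minutes at room temperature with DiscoveRx detection reagent.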
GLP1R inv ag = GLP-1 receptor (human) inverse agonism; HEK293 GLP-1R CRE-luciferase, luminescence, 24 h; GLP-1R form is constitutively active; Potency, µM (top dose mostly 38.3 µM), inactives show at the highest dose activity change, negative = inhibition, usual class: inhibitors; P43220; 410,000 tested, 1.6% active; note: potency is the fitted concentration of half-maximal effect; % is set by controls: 0 for no effect and ±100 for the full control effect; nearly all actives have a fitted effect of over 55% in size
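Inverse agonists were sought by their lowering of basal cAMP reporter luciferase output in HEK293 cells stably carrying constitutively active human GLP-1R, after 24 h compound treatment.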
PLK1 PBD block = PLK1 (human) polo-box domain binding inhibition | AID 720504 | Plk1 PBD binding of FITC phosphopeptide, fluorescence polarization | 360,000 tested, 2.8% active | Potency, µM, without a hit: max response, negative = inhibition, most hits filed as inhibitors | P53350; note: potency is the fitted concentration of half-maximal effect; series mostly up to about 57 µM; % is set by controls: 0 for no effect and ±100 for the full control effect; nearly all actives have a fitted effect of over 65% in size
Target sequence (P53350 whole entry, looked up, the tested form may be a part): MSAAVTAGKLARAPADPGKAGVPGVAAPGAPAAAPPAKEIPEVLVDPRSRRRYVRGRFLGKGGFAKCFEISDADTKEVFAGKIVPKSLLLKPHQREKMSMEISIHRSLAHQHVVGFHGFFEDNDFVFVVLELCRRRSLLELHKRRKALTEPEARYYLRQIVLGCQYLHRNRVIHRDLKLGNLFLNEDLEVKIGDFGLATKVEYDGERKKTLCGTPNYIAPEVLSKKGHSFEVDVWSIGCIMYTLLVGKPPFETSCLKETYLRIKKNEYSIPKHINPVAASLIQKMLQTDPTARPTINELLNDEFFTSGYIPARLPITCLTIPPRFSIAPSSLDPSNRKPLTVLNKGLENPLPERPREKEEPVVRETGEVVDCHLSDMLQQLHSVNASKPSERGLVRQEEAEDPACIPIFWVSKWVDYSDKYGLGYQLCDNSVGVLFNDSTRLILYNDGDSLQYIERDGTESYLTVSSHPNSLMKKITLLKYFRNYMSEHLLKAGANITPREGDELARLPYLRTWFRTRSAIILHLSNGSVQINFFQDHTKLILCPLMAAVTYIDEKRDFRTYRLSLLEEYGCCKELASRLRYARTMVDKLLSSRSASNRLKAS
Starred values were filed as active, the others as inactive; ? = inconclusive; · = no result given; [ ] = remark or other dose. Unless noted, calls come from the whole dose curve; as a rule, active = well fitted curve in the direction sought with a large enough effect; inconclusive = small, poorly fitted or top-dose-only effect, or another doubt; inactive = no such curve, though single readings can be large; an effect the other way counts as inactive or inconclusive.

molecule,GLP1R cytotox,D3 antag,WRN inhibitor,GLP-1R agonist,IL-2 act,PI5P4K alpha inh,D3 ag,GLP1R inv ag,PLK1 PBD block
CC(C)c1nc(CNC(=O)CC2C(=O)NCCN2Cc2cccc(F)c2F)cs1 (stereo not drawn),-6%,4,-16%,13%,-0.6,-8,0,20%,-13%
O=C(OCC(=O)N1CCCC1=O)c1nc(Cl)c(Cl)c(Cl)c1Cl,-25%,-8,-6%[11.6 µM],-5%,-1.9,-20,7,?,-10%
O=c1oc(/C=C/c2ccco2)nc2sc3c(c12)CCC3,7%,-16,?,-5%,?,-18,6,0%,-22%
C[C@H]1COC(=O)[C@@H](NC(=O)OCC2c3ccccc3-c3ccccc32)C/C=C\C[C@H](CC(=O)NCCO)C(=O)N1,6%,40,7%,0%,-2.8,0,3,-4%,-8%
Cc1ccc(NCC2(N=Cc3ccccc3)OC(CO)C(O)C2O)cc1 (stereo not drawn),-1%,-16,-7%,-1%,0.5,-9,-4,3%,2%
O=C(c1cc(-c2ccc(Cl)cc2Cl)on1)N1CCCCCC1,9%,-20,?,17%,-3.8,3,-24,?,-11%
CCNC(=O)COc1cccc(C(=O)NCc2ccccc2)c1,0%,-10,5%,1%,-2.1,2,-14,25%,-7%
CCOc1ccc(C(C)=O)cc1COc1ccc(C)nc1[N+](=O)[O-],-6%,4,6%,25%,0.8,0,4,36%[activator],-12%
CCC(CC)c1nnc(NC(=O)CN2C(=O)NC3(CCCC3)C2=O)s1,5%,4,-17%,-15%,-0.2,6,2,0%,4%
O=C(NCc1cccnc1)c1c(O)c2cccc3c2n(c1=O)CCC3,6%,?,13%,4%,-0.5,12,-6,-11%,-13%
Cc1cccc(CN2CCN(C(=O)CN(C)C(C)C(=O)Nc3ccc(C(N)=O)cc3)CC2)c1 (stereo not drawn),2%,-14,0%,-8%,7.5,-1,-3,-8%,-1%
CN(CC(=O)Nc1cccc(F)c1)C(=O)c1cc([N+](=O)[O-])ccc1N1CCCCC1,?,-16,-1%,-3%,-0.4,1,-8,?,-3%
CC1(C)CC(=O)C(C=NC2CCCCC2)=C(O)C1,4%,2,3%,-8%,0.8,-8,0,26%,-3%
Cc1ccc(CN2CC(C(=O)Nc3ccc4c(C)cc(=O)oc4c3)CC2=O)cc1 (stereo not drawn),-5%,?,-11%,8%,-2.5,-4,-2,1%,-10%
COc1cccc(Nc2ncnc3sc(C)cc23)c1,3%,15,-8%,7%,-0.5,-2,9,12%,5%
COCc1cc(C)nc2sc3c(=O)n(Cc4ccco4)nnc3c12,0%,-14,2%,-1%,-3.3,5,-7,13%,-11%
Nc1ccc(Nc2ccccc2)c(Cl)c1,-2%,7,-12%,20%,-1.6,·,-2,-7%,-11%
Cc1ccc(C)c(CN2C(=O)c3ccccc3S(=O)c3ccc(C(=O)NCc4ccco4)cc32)c1 (stereo not drawn),-12%,·,·,0%,·,·,-10,?,·
CCOC(=O)C1C(=O)NC(c2ccccc2)=NC1c1ccc(Br)cc1 (stereo not drawn),-21%,3,-1%,17%,2.5,7,-9,?,2%
CN(C)CCCNC(=O)c1cc(C(=O)C2CCCCC2)c[nH]1,-1%,4,-5%,6%,1.1,4,-13,?,-1%
O=C1OC2CC3CC1CC(O)(C3)C2 (stereo not drawn),17%,5,-2%,-17%,-1.1,-5,0,4%,34%[activator]
COc1nnc(-c2ccc(N3CCCCC3)c(NC(=O)COc3ccccc3)c2)c2ccccc12,-3%,14,2%,3%,-1.7,2,-7,?,0%
COc1cccc(NC(=O)c2ccccc2NS(C)(=O)=O)c1,-22%,-10,8%,-6%,-3.8,·,-9,?,-9%
O=C(Cn1cc([N+](=O)[O-])cn1)Nc1ccc(Cn2cc(Br)cn2)cc1,-11%,3,-4%,-8%,-0.1,-11,-8,-14%,3%
CCN1CCN(c2nnc(-c3ccccc3)c3ccccc23)CC1,1%,11,1%,15%,-1.1,-2,0,-1%,0%

One compound at a time (already shown). Screens in order: GLP1R cytotox | D3 antag | WRN inhibitor | GLP-1R agonist | IL-2 act | PI5P4K alpha inh | D3 ag | GLP1R inv ag | PLK1 PBD block
O=C1OC2CC3CC1CC(O)(C3)C2 (stereo not drawn) is listed as 17% | 5 | -2% | -17% | -1.1 | -5 | 0 | 4% | 34%[activator]
Cc1cccc(CN2CCN(C(=O)CN(C)C(C)C(=O)Nc3ccc(C(N)=O)cc3)CC2)c1 (stereo not drawn) is listed as 2% | -14 | 0% | -8% | 7.5 | -1 | -3 | -8% | -1%

New compounds follow.
molecule,GLP1R cytotox,D3 antag,WRN inhibitor,GLP-1R agonist,IL-2 act,PI5P4K alpha inh,D3 ag,GLP1R inv ag,PLK1 PBD block
CN(Cc1ccccc1Cl)C(=O)CCNC(=O)c1ccco1,-6%,16,15%,8%,-1.3,3,-10,-24%,-13%
COc1ccc(C(=O)/C=C/c2cc(C(=O)O)cc3c2OCOC3)c(O)c1,13%,-15,?,4%,-3.9,-29,-10,31%[activator],-26%
N#C/C(=C\c1cccs1)C(=O)c1ccccc1,-9%,4,?,-3%,1.5,-7,4,5%,6.7µM*
CC1Cc2ccccc2N1Cc1cccc([N+](=O)[O-])c1 (stereo not drawn),2%,-7,-21%,11%,-2.4,3,-5,?,-2%
CCn1c(C)c(C(C)=O)c(N2CCCC2)nc1=S,3%,-2,-4%,3%,-2.8,0,1,1%,-10%
Cc1cc(=O)oc2cc(OCc3cc4c(cc3Cl)OCO4)ccc12,-2%,0,-33%[57.1 µM],11%,-0.1,-4,3,-1%,-14%
CC1CCCCC1NC(=O)c1ccc(NS(=O)(=O)c2ccc3[nH]c(=O)[nH]c3c2)cc1 (stereo not drawn),5%,14,4%,0%,0.6,-1,-8,1%,-3%
O=c1[nH]c2cccc(F)c2n2cccc12,-1%,-6,4%,9%,-6.8,0,-9,14%,-11%
O=C(NCc1ccco1)c1ccc(Cl)cc1[N+](=O)[O-],4%,-10,2%,9%,0.8,-5,-4,-3%,-6%
CCCCCCn1c(=O)n2n(c1=O)C[C@]1(OC(=O)NCc3ccc(OC)c(OC)c3)CN(S(=O)(=O)c3ccc(C)cc3)C[C@]1(O)C2,?,0,-1%,0%,-2.9,3,1,?,-3%
COc1ccc(-n2nnnc2SCC(=O)Nc2cccc(C)n2)cc1OC,?,32,-6%,8%,0.2,·,6,1%,-3%
O=C(OCC(=O)N1CCCCCC1)c1ccc(Br)c(S(=O)(=O)N2CCOCC2)c1,-4%,9,2%,0%,-2.8,-1,0,-16%,-4%
CCOC(=O)C1(Cc2cccc(OC)c2)CCCN(Cc2cnn(C)c2)C1 (stereo not drawn),-7%,-9,-31%[57.1 µM],-1%,-5.2,2,3,-1%,-7%
CCCCCCCNC1=CC(=O)CC(c2ccco2)C1 (stereo not drawn),-8%,7,-27%,-5%,-0.4,·,-3,?,-5%
Nc1ccc(N(CCO)CCO)cc1,14%,?,-30%,2%,1.4,-1,-3,-13%,?
COc1ccccc1C(=O)NC(=O)CSc1nc(C)cs1,-1%,23,-9%,7%,-1.1,5,-3,21%,-5%
CCS(=O)(=O)N1Cc2ccccc2CC1C(=O)Nc1nc(C)cs1 (stereo not drawn),10%,4,0%,8%,-0.9,5,1,1%,-15%
Cc1ccc(S(=O)(=O)N(C)C)cc1NC(=O)Nc1ccccc1,-14%,45,6%,6%,0.4,0,-8,-22%,-15%
CCOc1ccccc1N1CCN(C(=O)Nc2ccc(F)c(Cl)c2)CC1,-8%,12,-6%,-8%,-0.3,1,-2,-9%,1%
CCOC(=O)c1ccc(COC(=O)c2cc3ccccc3oc2=O)o1,13%,-3,0%,0%,1.7,-7,-7,23%,-11%
CCC/C(O)=C1\C(=O)CC(C)(C)CC1=NCCO,-9%,3,-19%,1%,0.2,8,-1,11%,-1%
CC(=O)n1c2ccccc2c2nc3ccccc3nc21,2%,0,4%,24%,0.1,-1,11,5%,-3%
COc1cc(NC(=O)CCC(=O)OCCCC(F)(F)C(F)(F)F)nc(OC)n1,-3%,3,-5%,21%,-0.6,1,-3,-25%,-10%
COc1ccc(-n2ncc(C(=O)NC3CC3)c2C2CCN(C(=O)OC(C)(C)C)CC2)cc1,-8%,18,-1%,1%,-2.3,-5,5,-2%,2%
O=C(NCc1cccnc1)c1nnc(Cc2ccc(F)cc2)o1,-5%,-1,0%,-3%,-2.4,-2,-2,13%,-7%
COc1ccc(S(=O)(=O)n2nc(OC(=O)c3ccccc3)cc2N)cc1,-2%,?,13%,-14%,-2.9,1,-6,-6%,-20%
CC(C)(C)OC(=O)N1Cc2ccccc2C[C@H]1C(=O)NCC(=O)Nc1ccc2c(c1)OCCO2,-9%,30,-1%,-8%,0.6,-4,1,?,1%
O=C(c1ccc2ccccc2c1)N1CCN(c2ccc([N+](=O)[O-])c(N3CCOCC3)c2)CC1,?,1,-2%,3%,0.9,·,6,0%,-4%

Three compounds from above, reduced to D3 antag, GLP1R inv ag and GLP-1R agonist.
| molecule | D3 antag | GLP1R inv ag | GLP-1R agonist |
| --- | --- | --- | --- |
| CC(C)(C)OC(=O)N1Cc2ccccc2C[C@H]1C(=O)NCC(=O)Nc1ccc2c(c1)OCCO2 | 30 | ? | -8% |
| O=C(c1ccc2ccccc2c1)N1CCN(c2ccc([N+](=O)[O-])c(N3CCOCC3)c2)CC1 | 1 | 0% | 3% |
| CC(=O)n1c2ccccc2c2nc3ccccc3nc21 | 0 | 5% | 24% |

Screening results deposited in PubChem BioAssay by National Center for Advancing Translational Sciences (NCATS).
